Screening results as filed in PubChem.
H37Rv inhibition = M. tuberculosis growth inhibition, HTS (AID 449762); M. tuberculosis H37Rv growth inhibition, 7H9 media; higher % means a stronger effect; inhibition, % at 25 µM; hits with a dose series show IC50 in µM; hit rate 0.59% among 330,000; in the data active = a potency from the dose series; inconclusive = inhibition above about 70% without an active follow-up result;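 also: bacterial growth assessed after seven days of incubation; strong numbers were not always called active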
inhibitors of VEEV = inhibitors of VEEV TC-83 cytopathic effect, confirmation, Vero cells (AID 588727) | Vero cells, VEEV TC-83 cytopathic effect inhibition; higher % means a stronger effect | inhibition, % at 20 µM, or IC50 in µM where a hit was titrated | hit rate 0.13% among 350,000; in the data active = a potency from the dose series; inconclusive = inhibition mostly from about 14% at the one dose, without a potency; inactive = the rest, 99 in 100 with inhibition below about 12%; also: strong numbers were not always called active
influenza NS1A = H1N1 influenza NS1A inhibitors, functional cell based assay (AID 504329). NS1A functional cell-based assay, percent inhibition; higher % means a stronger effect. one-dose inhibition, % at 12.5 µM; IC50 in µM for titrated hits. hit rate 0.3% among 340,000; in the data active = a potency from the dose series; inconclusive = inhibition above about 27% without an active follow-up result; also: strong numbers were not always called active
Salmonella PhoP GFP = PhoP regulon inhibitors, Salmonella typhi PhoP promoter GFP reporter, confirmatory (AID 1850) | one-dose inhibition, % at 50 µM; IC50 in µM for titrated hits | hit rate 0.33% among 310,000 | Salmonella Typhi PhoP-promoter GFP reporter, fluorescence, 4 h; higher % means a stronger effect; in the data active = a potency from the dose series; inconclusive = inhibition mostly from about 25% at the one dose, without a potency; inactive = the rest, 99 in 100 with inhibition below about 19%;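 also: 0% = induced wells with vehicle and 100% = uninduced wells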
tuberculosis growth = growth inhibition of non-replicating M. tuberculosis (AID 488890). Mycobacterium tuberculosis non-replicating, growth inhibition; higher % means a stronger effect. one-dose inhibition, % at 25 µM; IC50 in µM for titrated hits. hit rate 0.39% among 320,000; in the data active = a potency from the dose series; inconclusive = inhibition mostly from about 82% at the one dose, without a potency; inactive = the rest, 99 in 100 with inhibition below about 76%;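 also: plate controls were DMSO cells for no effect and high antibiotic wells for full effect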
inhibitors of VEEV 10K pilot screen = second read-out of inhibitors of VEEV, no call of its own (marks repeat the call); inhibition, %; measured here: 10K pilot screen inhibition
The depositor's hits bear a star; i = inactive; ? = inconclusive; / = not tested or not shown; & = joins results of further samples. Compounds were not picked by outcome, and some 1.5% of all compounds hit somewhere here.

SMILES | H37Rv inhibition | inhibitors of VEEV | influenza NS1A | Salmonella PhoP GFP | tuberculosis growth | others
COc1ccc(C(=O)N2CC3(C)C4CCC3(C)C2(C#N)C4)cc1OC (stereo not drawn) | -2% | i | -5% | 4% | -7%
COc1ccc(C(=O)NC(=S)Nc2ccc3[nH]c(=O)[nH]c3c2)cc1 | 8% | 0.9% | 2% | 11% | -2%
O=C(O)C1CCCCC1C(=O)Nc1cccc(C(=O)N2CCCCC2)c1 (stereo not drawn) | 5% | 0.4% | 6% | 6% | 2%
COc1ccc(NC(=O)c2cc(-c3cccs3)on2)cc1OC | -2% | 6.2% | -13% | -6% | 3%
Cc1ccc(C(=O)C(C)OC(=O)c2cc(=O)[nH]c3ccccc23)cc1 (stereo not drawn) | 15% | 0.4% | 0% | 7% | 21%
O=C1CC2c3ccccc3C1C1C(=O)N(Cc3ccccc3)C(=O)C21 (stereo not drawn) | -2% | 0.9% | -6% | -4% | 11%
COc1ccc(CC(=O)NCc2nnc(SCCOc3ccccc3)n2C)cc1 | 2% | 1.1% | -13% | 3% | 2%
COC(=O)N/N=C(\C)c1ccc(-n2ccnc2)cc1 | -9% | 0.2% | -2% | 9% | -7%
CCn1c(COc2ccc3c(c2)OCO3)nnc1SCC(=O)c1ccccc1 | -10% | 4.6% | 11% | -4% | -6%
S=c1[nH]nc(C2CCCCC2)n1/N=C/C=C/c1ccccc1 | 1% | 1.4% | -1% | -7% | -2%
Cc1ccc(S(=O)(=O)N(Cc2ccccc2)c2ccccn2)cc1[N+](=O)[O-] | -3% | 1.1% | -12% | -3% | 1%
Cc1cccc(N(C(=O)CCC(=O)Nc2cc(C)on2)C(C(=O)NC2CCCC2)c2ccccc2)c1 (stereo not drawn) | -1% | 1.6% | -4% | 2% | -3%
COc1cc(OC)c(C(=O)Nc2ccc(C(=O)c3ccccc3)cc2)cc1OC | 1% | 10% | -2% | -7% | 40%
CC(c1ccccc1)N1CC(C(=O)N2CCCC(C(N)=O)C2)CC1=O (stereo not drawn) | -4% | 0.1% | -11% | / | 7%
CC(C)Cn1cnc2c1c(=O)n(CC(=O)NN)c(=O)n2Cc1ccccc1 | 2% | i | -20% | -10% | -4%
Cn1c(=O)c(C(=O)c2ccccc2)nc2ccccc21 | -7% | 1.1% | -2% | -1% | 0%
COc1ccc(CCNC(=O)CCn2c(SCC(=O)N3CCCC3)nc3ccccc3c2=O)cc1OC | -3% | 1.2% | 3% | 3% | 66%
CN1CCN(CC(=O)Nc2ccccc2[N+](=O)[O-])CC1 | -4% | 0.1% | -32% | -18% | -6%
O=C1CCC(C(=O)NCCCn2ccnc2)N1 (stereo not drawn) | -12% | 1.1% | -3% | 1% | 14%
CCOc1ccc(CCNC(=O)C2CCN(c3nn4c(=O)cc(C)nc4s3)CC2)cc1OCC | 2% | 5.4% | -18% | -5% | 30%
CC(C)CNC(=O)COc1ccc(Sc2ccc(OCC(=O)NCC(C)C)cc2)cc1 | -7% | i | -7% | 8% | -3% | inhibitors of VEEV 10K pilot screen=0.0
CC12CCC(C(=O)O)(C/C1=N\O)C2(C)C (stereo not drawn) | -9%&-3% | 3.2% | -7%&6% | 3%&4% | -10%&-15%
CC1Oc2ccccc2N(CC(=O)NCCCN2CCOCC2)C1=O (stereo not drawn) | 3% | i | 9% | 5% | -8%
CCc1c(C)nc(SCC(=O)Nc2cccc(Br)c2)[nH]c1=O | 7% | i | 6% | 8% | 18%

The last two compounds of the section before are carried over, then new ones follow:
SMILES | H37Rv inhibition | inhibitors of VEEV | influenza NS1A | Salmonella PhoP GFP | tuberculosis growth | others
CC1Oc2ccccc2N(CC(=O)NCCCN2CCOCC2)C1=O (stereo not drawn) | 3% | i | 9% | 5% | -8%
CCc1c(C)nc(SCC(=O)Nc2cccc(Br)c2)[nH]c1=O | 7% | i | 6% | 8% | 18%
COc1ccc(S(=O)(=O)N2CCOC23CCN(S(=O)(=O)c2cc(F)ccc2F)CC3)cc1 | 4% | 2.2% | -1% | 9% | 8%
CCOc1ccccc1NC(=O)C(=O)CC(=O)c1ccc(OC)cc1 | 6% | 2.0% | -14% | -4% | 34%
COc1ccc(CCN=C(N)C(C)c2ccccc2)cc1OC (stereo not drawn) | -11% | 4.4% | 0% | 6% | -6%
COC1OC(CO)C(N=C(C)C)C1O (stereo not drawn) | / | 0.9% | 1% | / | /
Cc1ccc(C(=O)COC(=O)c2cc(Cl)ccc2O)cc1[N+](=O)[O-] | 5% | 7.1% | -4% | -5% | 51%
Cc1cccc(C(=O)N2CCCC(CCC(=O)N3CCN(c4ccccn4)CC3)C2)c1 (stereo not drawn) | -5% | 3.4% | -6% | -8% | -7%
CSCCC(NS(=O)(=O)c1ccc(C)cc1)C(=O)NCC(C)(C)N1CCOCC1 (stereo not drawn) | -9% | 0.5% | -15% | / | -10%
CNC(=O)COC(=O)c1ccccc1C(=O)c1ccc(Cl)c([N+](=O)[O-])c1 | / | 9.0% | -6% | / | /
N#Cc1cccc(NC(=O)COC(=O)c2ccc[n+]([O-])c2)c1 | 0% | 2.8% | 3% | / | 5%
CC(NC(=O)c1cccc(N2CCCC2=O)c1)c1ccc2c(c1)OCCO2 (stereo not drawn) | -8% | 2.0% | 20% | 0% | 1%
O=C(COn1nnc2ccc(Cl)cc21)NCc1ccccc1 | -3% | 0.1% | -4% | -8% | -14%
COc1cc2c(cc1OC)C(Cc1ccc(O)cc1)NCC2 (stereo not drawn) | 1% | 1.1% | -1% | -3% | -9%
CCNc1nc(NC(C)CC)nc(Oc2ccc(=O)[nH]n2)n1 (stereo not drawn) | -3% | 1.5% | -2% | 17% | -6%
C[C@H]1CN([C@@H](C)CO)C(=O)c2cccc(NS(=O)(=O)c3ccc(Cl)cc3)c2O[C@@H]1CN(C)CC1CCCCC1 | 2% | 0.2% | -6% | / | 22% | inhibitors of VEEV 10K pilot screen=1.8
CCC(C)(C)n1nnnc1CN1CCN(C(c2ccccc2)c2ccccc2)CC1 | 11% | 3.1% | 3% | -2% | 3%
C=CCNC(=S)NCc1ccc(CNC(=S)NCC=C)cc1 | -3% | 0.3% | 5% | 3% | 52%
Cc1ccc2occ(/C=N/NC(=O)c3ccccc3C)c(=O)c2c1 | -8% | 7.0% | -10% | -13% | ?
O=C(O)c1ccc2c3c(cccc13)C(=O)N(c1ccccc1)C2=O | -2% | 0.8% | 1% | -3% | -1% | inhibitors of VEEV 10K pilot screen=0.8
CCN(C(=O)COC(=O)CCOc1ccccc1)c1c(N)n(Cc2ccccc2)c(=O)[nH]c1=O | -5% | 0.6% | -10% | / | 16%
COc1ccc(CCNC(=O)C(=O)NCC2CCCN2S(=O)(=O)c2ccc(OC)cc2)cc1 (stereo not drawn) | 4% | 9.6% | -12% | 2% | 14%
CNC(=O)N(O)C1N(C)C(=O)N(Cc2ccccc2)C1(C)C (stereo not drawn) | 2% | 6.5% | 18% | 3% | -1%
O=P(c1ccccc1)(c1ccccc1)c1nc(-c2ccccc2)oc1N1CCOCC1 | 3% | 5.1% | 8% | -4% | 15%
COc1cccc(NC(=O)Cn2c3ccccc3c3nc4n(c(=O)c32)CCCS4)c1 | 9% | 0.4% | -4% | 4% | 13%
Nc1cccc2cccc([N+](=O)[O-])c12 | / | 1.6% | 8% | / | /
COc1cc(OC)cc(C(=O)Nc2ccc3c(c2)n(C)c(=O)n3C)c1 | -25% | i | -1% | -1% | -22%
Cc1cc(C(=O)CN2CCN(CC(=O)Nc3cccc(F)c3)CC2)c(C)n1C1CC1 | -10% | 1.6% | -4% | / | 35%
CC1CCCCC1NC(=O)c1ccc(-n2cncn2)cc1 (stereo not drawn) | -9% | 3.3% | -2% | / | -2%
O=C(Nc1ccc(OC(F)F)cc1)c1cc(S(=O)(=O)N2CCOCC2)ccc1F | -10% | 8.2% | -8% | -10% | -8%
CCS(=O)(=O)n1nc(-c2ccc(Cl)cc2)nc1N | -6% | 2.3% | 22% | 5% | /
Cn1c(=O)c2cc(S(=O)(=O)Nc3cccc(F)c3)ccc2n(C)c1=O | -7% | 1.3% | -2% | -7% | -4%
O=C(Nc1c2c(nn1-c1ccccc1)CS(=O)(=O)C2)c1ccc2c(c1)OCO2 | -8% | 0.6% | -8% | -8% | -12%
Cn1cnnc1SCC(=O)NC1CCCC1 | 6% | 0.4% | -9% | -1% | 1%
O=C(NCc1ccco1)C1CCN(c2nnc(-n3cccc3)s2)CC1 | -5% | 13% | -6% | 4% | /
O=C(c1ccc(-c2ccc([N+](=O)[O-])cc2)o1)N1CCCCCCC1 | ? | 1.8% | 12% | / | i
CCOc1ccc(N/C(SCc2cccc([N+](=O)[O-])c2)=C(/C#N)C(N)=O)cc1 | 19% | 2.8% | 14% | 10% | 23%
S=C(NC1CCCCC1)N1CCN(c2ccccn2)CC1 | -10% | i | 4% | -2% | 32%
O=C1c2ccccc2NC(c2ccc(-c3ccccc3F)o2)N1O (stereo not drawn) | 4% | 0.7% | -31% | / | 26%
CC1=C(C(=O)OCc2ccccc2)C(c2ccccc2Cl)NC(=O)N1CCCC(=O)O (stereo not drawn) | 2% | 0.1% | -6% | -5% | -4%
CC1(C)NC(=O)N(CCOCCOc2ccc3ccccc3c2Br)C1=O | 0% | i | -2% | -4% | 3%
COc1ccc(N2C(=O)c3ccccc3NC23CCC(C)CC3)cc1 (stereo not drawn) | -1% | 1.4% | 0% | -4% | -12%
Oc1cc(Cl)ccc1Oc1ccc(Cl)cc1Cl | 52% | i | -9% | 0.67µM* | ?
CCCC(=O)Nc1ccc2nc(SCC(=O)Nc3nccs3)sc2c1 | -6% | 0.4% | 6% | -6% | 22%
O=C(O)/C=C/C(=O)N1CCN(C(c2ccccc2)c2ccccc2)CC1 | 1% | 0.8% | 1% | 15% | 0%
NC1=NC(c2cccc(Cl)c2)N(CCc2ccc(F)cc2)C(N)=N1 (stereo not drawn) | 7% | 0.5% | 6% | -10% | 28%
COc1ccc(NC(=O)COC(=O)c2cc(OC)c(OC)cc2NC(=O)c2ccco2)cc1OC | 2% | 4.3% | 0% | -7% | 12%
COc1ccnc(Nc2ccc(C)c(C)c2)c1C#N | 5% | i | -5% | -5% | -5%
COc1cccc(C2=NN(C(=O)CCCC(=O)O)C(c3cccs3)C2)c1 (stereo not drawn) | -2% | 0.6% | -9% | 7% | 20%
Cc1c(CC(=O)O)c(=O)oc2c(C)c3occ(-c4ccccc4)c3cc12 | -12% | i | 26% | -14% | 22%

Overlap with the part before: five entries; new compounds follow.
SMILES | H37Rv inhibition | inhibitors of VEEV | influenza NS1A | Salmonella PhoP GFP | tuberculosis growth | others
NC1=NC(c2cccc(Cl)c2)N(CCc2ccc(F)cc2)C(N)=N1 (stereo not drawn) | 7% | 0.5% | 6% | -10% | 28%
COc1ccc(NC(=O)COC(=O)c2cc(OC)c(OC)cc2NC(=O)c2ccco2)cc1OC | 2% | 4.3% | 0% | -7% | 12%
COc1ccnc(Nc2ccc(C)c(C)c2)c1C#N | 5% | i | -5% | -5% | -5%
COc1cccc(C2=NN(C(=O)CCCC(=O)O)C(c3cccs3)C2)c1 (stereo not drawn) | -2% | 0.6% | -9% | 7% | 20%
Cc1c(CC(=O)O)c(=O)oc2c(C)c3occ(-c4ccccc4)c3cc12 | -12% | i | 26% | -14% | 22%
O=C(Cc1ccc(Cl)cc1)NCCN1CCN(C(=O)Cc2ccc(Cl)cc2)CC1 | -1% | i | -5% | -4% | 28%
O=C(NCC1CCCO1)C1CCN(S(=O)(=O)N2CCCC2)CC1 (stereo not drawn) | -2% | 0.9% | 0% | 4% | -10%
COc1ccc(OC)c(C(c2nnnn2C2CCCC2)N2CCN(c3ccccc3F)CC2)c1 (stereo not drawn) | 1% | 2.1% | -8% | 15% | 12%
CCN(CC(=O)NCc1cccs1)S(=O)(=O)c1ccc([N+](=O)[O-])cc1 | -3% | 3.0% | 13% | 11% | 1%
COc1ccc(Cl)cc1NC(=O)CN(C)C(=O)C1CCN(C(=O)Nc2ccccc2)CC1 | -4% | 1.7% | -2% | / | 0%
C=CCN(Cc1cc(OC)ccc1OC)C(=O)c1cc2ccc(OC)cc2[nH]1 | 4% | 0.1% | -11% | -28% | 16%
COc1ccc(CCNc2oc(-c3cccc4ccccc34)nc2P(=O)(OC)OC)cc1OC | 8% | 0.3% | -5% | -12% | -2%
Clc1ccc(CN2CCC(Cc3ccccc3)CC2)cc1 | 4% | 1.4% | 5% | -3% | 62%
C=CCNC(=O)CC(=O)N/N=C/c1ccccc1F | 3% | 1.7% | 4% | 1% | 0%
